# SMN2 splice up = increases expression of the SMN2 splice variant; HEK293 SMN2-luciferase splicing reporter, luminescence, 30-36 h; 2.8% of 210,000 active; Potency, µM (titrated, usually from 46.1 µM), for the others: top-dose activity change, positive = activation, usual class: activators; note: % of control where 0% means no effect; nearly all actives have a fitted effect of over 55% in size
#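 HEK293 cells carry an SMN2 minigene-luciferase reporter in which exon 7 inclusion puts luciferase in frame. Cells were seeded at 2000 cells/well, attached for 10-12 hours, then exposed to compounds for 30-36 hours at 37C before ONE-Glo luminescence.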
# ALDH1A1 block = ALDH1A1 (human) enzyme inhibition | P00352 | Purified ALDH1A1, NADH fluorescence, propionaldehyde substrate | Potency, µM (titrated, usually from 75.3 µM), without a hit: at the top dose activity, negative = inhibition, actives largely listed as inhibitors | 7.3% of 220,000 active; active = well fitted inhibition curve with a large enough effect, not every such curve was filed as active; inconclusive = small, poorly fitted or top-dose-only effect, or another doubt; inactive = no such curve, though single readings can be large or run the other way;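 note: plate controls were no enzyme wells and a reference inhibitor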
# RECQ1 inh = blocks DNA unwinding by human RECQ1. P46063. RECQ1 DNA unwinding, red fluorescence kinetic read. Potency, µM (doses to about 57.3 µM), inactives show at the top dose activity, negative = inhibition, hits mostly inhibitors. 0.54% of 240,000 active. AID 2549;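 note: plate controls were vehicle for no effect and no enzyme for full effect; nearly all actives have a fitted effect of over 30% in size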
# Target sequence (P46063 whole entry, looked up): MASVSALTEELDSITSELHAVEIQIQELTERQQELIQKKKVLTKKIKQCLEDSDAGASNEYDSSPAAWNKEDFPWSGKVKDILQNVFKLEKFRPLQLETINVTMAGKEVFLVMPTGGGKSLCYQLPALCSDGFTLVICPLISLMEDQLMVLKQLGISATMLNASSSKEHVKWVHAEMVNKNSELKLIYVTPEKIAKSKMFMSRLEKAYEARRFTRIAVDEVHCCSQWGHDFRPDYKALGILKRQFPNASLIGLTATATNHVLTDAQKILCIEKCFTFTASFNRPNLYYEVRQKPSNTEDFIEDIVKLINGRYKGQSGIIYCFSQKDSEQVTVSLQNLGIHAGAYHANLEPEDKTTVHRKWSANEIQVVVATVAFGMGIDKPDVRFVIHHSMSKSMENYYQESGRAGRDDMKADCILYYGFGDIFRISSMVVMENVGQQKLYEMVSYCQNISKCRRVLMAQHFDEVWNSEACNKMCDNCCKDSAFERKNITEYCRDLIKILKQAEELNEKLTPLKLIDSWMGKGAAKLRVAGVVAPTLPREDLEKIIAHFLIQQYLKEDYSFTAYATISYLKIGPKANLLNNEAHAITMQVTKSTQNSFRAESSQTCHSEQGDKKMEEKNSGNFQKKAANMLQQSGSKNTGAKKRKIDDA
#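 RECQ1T1 50 nM; forked duplex (20 bp + 30-nt ss tails) 200 nM, ATP 2 mM final; pH 8.0, 2 mM MgCl2, 2.5 ug/ml poly(dI-dC); 15 min compound preincubation; discontinuous kinetic read over 2 h at RT.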
# KDM4E inh = inhibitors of human JMJD2E histone demethylase; JMJD2E catalytic domain, FDH-coupled NADH fluorescence (FDH is formaldehyde dehydrogenase); B2RXH2; 1.6% of 230,000 active; Potency, µM (highest dose often 57.1 µM), inactives show top-dose activity change, negative = inhibition, usual class: inhibitors; active = well fitted inhibition curve with a large enough effect, not every such curve was filed as active; inconclusive = small, poorly fitted or top-dose-only effect, or another doubt; inactive = no such curve, though single readings can be large or run the other way;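 note: 0% = wells with enzyme and -100% = buffer wells without enzyme; nearly all actives have a fitted effect of over 50% in size; many of its hits are not listed in these tables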
# TexasRed fluor = counter-screen for TRb-SRC2 inhibitors: fluorescence interference; Potency, µM (doses to about 106 µM), without a hit: at the top dose fluorescence change, negative = quenching; AID 1479; TRb/SRC2 Texas Red total fluorescence interference; 0.29% of 280,000 active; active = well fitted curve in either direction with a large enough effect; inconclusive = small, poorly fitted or top-dose-only effect; note: % is set by controls: 0 for no effect and ±100 for the full control effect
#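 Flags fluorescent or light-absorbing compounds by total fluorescence, S + 2P, at 555 nm excitation and 632 nm emission. Mixture: 20 nM Texas Red SRC2 peptide, 0.6 uM human TRb LBD, 1 uM T3, 5% DMSO; compound exposure 5 h at ambient temperature.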
# RGS12 GoLoco inh = blocks human Gai1 binding to RGS12 GoLoco peptide, red readout; Gai1:RGS12 GoLoco peptide FP, rhodamine, 10 min; Potency, µM (doses to about 61.6 µM), without a hit: at the top dose activity, negative = inhibition, actives largely listed as inhibitors; 0.44% of 230,000 active; AID 880; active = well fitted inhibition curve with a large enough effect, not every such curve was filed as active; inactive = no such curve, though single readings can be large or run the other way; note: % is set by controls: 0 for no effect and ±100 for the full control effect; nearly all actives have a fitted effect of over 30% in size; many of its hits are not listed in these tables
# TRb SRC2 PPI = TRbeta-SRC2 interaction inhibition; P10828; 0.065% of 280,000 active; Potency, µM (doses to about 106 µM), for the others: at the top dose activity change, negative = inhibition, most hits filed as inhibitors; TRbeta-SRC2 peptide binding, fluorescence polarization; receptor liganded with 1 µM T3;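 note: plate controls were bound peptide for no effect and peptide without receptor for full effect; nearly all actives have a fitted effect of over 50% in size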
# Target sequence (P10828 whole entry, looked up): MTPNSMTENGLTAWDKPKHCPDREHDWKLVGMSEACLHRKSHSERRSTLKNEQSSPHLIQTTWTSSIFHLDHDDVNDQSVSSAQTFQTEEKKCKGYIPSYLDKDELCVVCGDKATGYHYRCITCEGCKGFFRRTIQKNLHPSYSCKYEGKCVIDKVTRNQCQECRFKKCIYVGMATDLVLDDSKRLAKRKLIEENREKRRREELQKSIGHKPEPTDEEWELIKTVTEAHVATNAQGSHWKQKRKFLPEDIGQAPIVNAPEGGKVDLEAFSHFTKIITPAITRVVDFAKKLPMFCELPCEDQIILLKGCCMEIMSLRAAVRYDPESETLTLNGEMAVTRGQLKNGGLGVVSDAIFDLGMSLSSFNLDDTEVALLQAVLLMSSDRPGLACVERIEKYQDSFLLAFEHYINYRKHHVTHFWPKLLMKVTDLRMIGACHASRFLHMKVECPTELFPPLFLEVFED
#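 Human TRb LBD (0.6 uM) plus Texas Red-labeled SRC2 peptide (20 nM), 1uM T3, 5% DMSO, 5 hr at ambient temperature. Decreased polarization (555/632 nm) flags inhibition; data normalized to free and bound peptide controls.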
# Lamin A splicing = modulators of lamin A splicing | HeLa LMNA splicing GFP/RFP minigene ratio, 48 h | Potency, µM (highest dose often 46.1 µM), for the others: top-dose ratio change, negative = inhibition, hits mostly inhibitors | 0.01% of 200,000 active | AID 1487; active = well fitted inhibition curve with a large enough effect in the signal ratio, with a control signal flat, not every such curve was filed as active; inconclusive = small, poorly fitted or top-dose-only effect, or effect the other way, or a change in a side signal; the % refers to the signal ratio; note: % is set by controls: 0 for no effect and ±100 for the full control effect
#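 S3 HeLa stable clones carrying a lamin A-EGFP splicing minigene plus DsRed2 were seeded at 600 cells/well in Opti-MEM with 2% FBS, pin-dosed and incubated 48 h at 37°C. Acumen cytometry (488 nm) gave the GFP/RFP total-intensity ratio.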
# Numbers without * were called inactive; i = inactive; ? = inconclusive; / = not tested or not shown; [ ] = remark or other dose. Unless noted, calls come from the whole dose curve; as a rule, active = well fitted curve in the direction sought with a large enough effect; inconclusive = small, poorly fitted or top-dose-only effect, or another doubt; inactive = no such curve, though single readings can be large; an effect the other way counts as inactive or inconclusive. Potency is the fitted concentration of half-maximal effect. These rows are one share of the data (hit frequency here may not be typical).
smiles	SMN2 splice up	ALDH1A1 block	RECQ1 inh	KDM4E inh	TexasRed fluor	RGS12 GoLoco inh	TRb SRC2 PPI	Lamin A splicing
O=C(CSc1nnc(-c2cccs2)n1-c1cccc(Cl)c1)c1cccc2c1OCCO2	-5%	?	-1%	-1%	-1%	8%	2%	7%
Cc1c(=O)n(OCc2ccccc2)c2ccccc2[n+]1[O-]	-17%	?	i	?	5%	23%	10%	9%
CCCCc1c(C)c(C#N)c2[nH]c3ccccc3n2c1=O	/	?	-3%	?	2%	22%	-2%	?
Cc1cccc(OCC(=O)NC(C)C(=O)N/N=C/c2c(OCc3ccccc3)ccc3ccccc23)c1 (stereo not given)	6%	?	i	?	2%	-16%	-18%	24%
Cc1ccc(N/N=C(\C#N)C(=O)c2ccsc2)cc1	/	-3%	-8%	2%	-3%	-8%	-8%	/
O=C(CC1SC(=Nc2ccccc2)N(Cc2ccccn2)C1=O)Nc1ccc(Br)cc1 (stereo not given)	-87%[inhibitor]	7.1µM*	-3%	6%	0%	128%[activator]	5%	?
CCOC(=O)c1c(C)n(-c2ccc(OC)cc2)c2ccc(O)c(CN(C)C)c12	/	/	5%	-3%	0%	1%	-2%	/
CCOc1ccc(CCNC(=O)COC(=O)c2ccco2)cc1OCC	-21%	19%	-5%	-4%	-3%	4%	-11%	18%
Cc1ccc(NS(=O)(=O)c2ccccc2Cl)c2c1CC(C)(C)O2	-11%	?	-13%	-3%	-3%	13%	0%	6%
CN(Cc1ccccc1)C(=O)C1CCCN1S(=O)(=O)c1ccc2c(c1)n(C)c(=O)c(=O)n2C (stereo not given)	/	?	7%	?	-1%	4%	3%	/
COC(=O)c1c(NC(=O)c2ccc(S(=O)(=O)N3CCOCC3)cc2)sc2c1CCN(C)C2	-34%[inhibitor]	3%	2%	1%	-6%	8%	-9%	-10%
O=C(c1cc2sccc2n1Cc1ccc(F)cc1)N1CCN(c2nc3ccccc3s2)CC1	-79%[inhibitor]	-5%	-16%	-2%	2%	6%	-13%	?
Cc1ccc(C(=O)N/C(=C/c2cccnc2)C(=O)O)cc1	?	0%	8%	2%	-2%	3%	2%	?
COC(=O)c1ccccc1N1C(=O)C2C(C1=O)C1C=CC2C12CC2 (stereo not given)	7%	1%	-4%	1%	-1%	-4%	1%	9%
CCn1c(C)cc(/C=C2\NC(=O)N(CC(=O)Nc3cccc(C)c3)C2=O)c1C	-14%	?	-23%	?	6%	21%	10%	5%

# Further entries
smiles	SMN2 splice up	ALDH1A1 block	RECQ1 inh	KDM4E inh	TexasRed fluor	RGS12 GoLoco inh	TRb SRC2 PPI	Lamin A splicing
CCOC(=O)C1=C(C)NC(=O)C(C#N)C1c1ccncc1 (stereo not given)	-5%	7%	i	?	-3%	5%	0%	5%
COc1cc(OC)c(C(=O)OCC(=O)Nc2cc(C)on2)cc1OC	13%	-3%	i	3%	-3%	-1%	1%	/
CCCCN(C)CCCNC(=O)C1CC(=O)N(Cc2ccc(OC)cc2)C1 (stereo not given)	-7%	2%	1%	12%	1%	3%	2%	?
COCCNC(=O)Cn1nc(C(F)(F)F)c(Cl)c1C	11%	-2%	-3%	5%	0%	0%	5%	1%
CCCS(=O)(=O)N1CCCC(C(=O)NCc2ccc3c(c2)OCO3)C1 (stereo not given)	-4%	5%	i	0%	2%	6%	-4%	13%
Cc1nnc2n(c1=O)C(CS(=O)(=O)c1ccc3ccccc3c1)CS2 (stereo not given)	-19%	?	-4%	-13%	-2%	1%	-3%	3%[46 µM]
CC/C(=N/OC(=O)c1cccc(C)c1)C(=O)c1cccs1	1%	?	i	2%	-1%	2%	2%	3%[46 µM]
NNC(=O)c1cc(O)c(O)c(O)c1	-14%	25µM*	3.2µM*	?	-5%	-9%	0%	?
C=CCC(NCc1ccccc1)c1ccco1 (stereo not given)	-11%	8%	-15%	-1%	0%	5%	-8%	3%
CC1CCC/C(=C(\C#N)c2nc(-c3cc4ccccc4oc3=O)cs2)C1 (stereo not given)	-12%	?	2%	?	-4%	10%	-1%	-9%
CCOC(=O)N1CCC(Nc2ncnc3c2cnn3-c2ccc(C)cc2C)CC1	-88%[inhibitor]	?	-18%	-7%	3%	-2%	7%	?
CCCCC(CC)Cn1c(N)c(C#N)c2nc3ccccc3nc21 (stereo not given)	2%	?	i	?	-3%	13%	-1%	3%
Cn1c(NC(=O)c2ccc(Cl)s2)cc(=O)n(C)c1=O	7%	-7%	10%	0%	-1%	7%	2%	-3%
Cc1cccc(C(=O)NCCc2n[nH]c(=S)n2C)c1	-19%	-2%	11%	2%	-1%	3%	7%	?
CC(C)(C)c1cnnn1-c1ccc([N+](=O)[O-])cc1	3%	6%	-8%	11%	-2%	8%	0%	/

# Part of the list above with just ALDH1A1 block and TexasRed fluor:
SMILES | ALDH1A1 block | TexasRed fluor
Cn1c(NC(=O)c2ccc(Cl)s2)cc(=O)n(C)c1=O | -7% | -1%
CCCCC(CC)Cn1c(N)c(C#N)c2nc3ccccc3nc21 (stereo not given) | ? | -3%

# The list continues.
smiles	SMN2 splice up	ALDH1A1 block	RECQ1 inh	KDM4E inh	TexasRed fluor	RGS12 GoLoco inh	TRb SRC2 PPI	Lamin A splicing
CC(NC(=O)c1ccc(-c2cc(C(F)(F)F)ccc2Cl)o1)c1ccccc1 (stereo not given)	3%	10%	25%	10%	2%	5%	-16%	19%
O=C(CCc1nnc(CCCCc2ccccc2)o1)NCc1cccc(F)c1	-4%	0%	i	0%	-1%	6%	1%	?
Cn1cnc([N+](=O)[O-])c1Sc1ccccc1	-1%	11µM*	-3%	5%	-2%	1%	6%	-25%
CC(=O)NCCCc1nc2ccccc2n1Cc1c(F)cccc1Cl	/	?	i	-2%	-2%	12%	4%	/
COc1ccc(-n2c(=O)cnc3cnc(N4CCOCC4)nc32)cc1	/	1%	i	/	/	2%	/	-7%
CCC(=O)NC(c1cccc([N+](=O)[O-])c1)c1c(OC(C)=O)ccc2ccccc12 (stereo not given)	4%	12%	-15%	8%	-6%	-1%	-3%	?
CCOC(=O)CNC(=O)N1CCCC(CCC(=O)NCc2ccc(F)c(F)c2)C1 (stereo not given)	/	32µM*	-3%	-9%	-1%	-13%	4%	/
Cc1nn(Cc2ccc(Cl)cc2)c(Cl)c1/C=N/NC(=O)c1cccnc1	-16%	2%	4%	6%	-3%[53 µM]	4%	-16%[53 µM]	3%
O=C(Nc1ccc(NC(=O)c2cccs2)cc1)c1ccco1	-6%	-3%	-17%	?	-1%	4%	-1%	18%
O=C(Nc1ccc(Cl)c(-c2nc3ccccc3[nH]2)c1)c1ccc2c(c1)OCO2	6%	?	-6%	51%[activator]	-5%	-7%	1%	?
c1ccc2c(c1)ccc1nnc(SCc3ccc4c(c3)OCCO4)n12	-3%	-4%	-30%	?	-3%	-9%	-5%	-8%
Cc1ccc(/C=N/N=C2/NC(=O)C(CC(=O)Nc3ccccc3)S2)o1 (stereo not given)	12%	-4%	i	-3%	0%	-14%	-4%	14%[46 µM]
CCCCNC(=O)c1nn2cc(Br)cnc2c1Br	4%	-8%	-4%	2%	-5%	-2%	6%	/
Cc1nn(-c2ccccc2)c(C)c1/C=N/N1CCN(c2ccccc2)CC1	-32%[inhibitor]	-5%	-5%	4%	1%	0%	0%	-2%
CCN(C(=S)NC(=O)C1CCCC1)C1CCCCC1	13%	-7%	-7%	0%	-3%	-9%	-1%	6%[9.22 µM]

# (cont.)
smiles	SMN2 splice up	ALDH1A1 block	RECQ1 inh	KDM4E inh	TexasRed fluor	RGS12 GoLoco inh	TRb SRC2 PPI	Lamin A splicing
CCOC(=O)CC1(CC(=O)OCC)NC(=O)c2c(C)sc(C(=O)OCC)c2N1	-6%	?	-1%	?	-2%	-5%	-12%	6%
Cc1cc(C)cc(-n2cc[nH]c2=S)c1	13%	-1%	-14%	5%	2%	3%	1%	5%
O=C(COC(=O)CCc1nc2ccccc2c(=O)[nH]1)Nc1ccc(N2CCOCC2)cc1	/	-3%	-13%	-20%	-4%	8%	-4%	-6%[46 µM]
Fc1ccc(-c2ccc(Nc3cccc(F)c3)nn2)cc1	/	-9%	-4%	3%	1%	9%	1%	/
N#C/C(=C\c1ccc(F)cc1)c1nc(-c2ccco2)cs1	17%	4%	i	-10%	16%	38%[activator]	10%	-6%
Cn1nc(-c2ccc(OCC(N)=O)cc2)c2ccccc2c1=O	7%	4%	-6%	-6%	3%	10%	6%	-11%
Cc1c(-c2ccccc2)sc(N)c1C(=O)N1CCOCC1	-9%	13µM*	5%	?	2%	-3%	4%	11%
COC(=O)CN(n1cnnc1)S(=O)(=O)c1ccccc1	6%	-66%	-2%	-4%	2%	-32%	4%	1%
O=C(O)c1ccc2c(c1)N(Cc1ccc(F)cc1)C(=O)c1ccccc1S2	-8%	-1%	i	1%	1%	9%	-1%	12%[46 µM]
CCOC(=O)CSc1n[nH]c(NS(=O)(=O)c2ccccc2C(F)(F)F)n1	9%	-3%	i	13%	-4%	5%	-2%	2%[46 µM]
COc1cccc(/C=N/n2c(-c3n[nH]c4c3CCC4)n[nH]c2=S)c1OC	/	?	i	?	-2%	-2%	4%	/
Cc1c(Cl)c(-c2n[nH]c(=S)n2CC(C)C)nn1C	-15%	?	-5%	5%	-5%	0%	-3%	?
COC(=O)c1ccccc1NC(=O)C1CC(=O)N(C2CCCCC2)C1 (stereo not given)	-9%	-14%	-4%	?	-3%	-2%	-2%	2%
NC(N)=NS(=O)(=O)c1ccc(N/C=C\C(=O)c2ccncc2)cc1	/	0%	10%	-5%	1%	11%	4%	/
O=C1CC(c2ccncc2)c2cc3c(cc2N1)OCCO3 (stereo not given)	/	-2%	-4%	1%	-4%	-5%	1%	3%
Cc1ccccc1C(=O)Nc1cccc(C#N)c1	14%	5%	2%	2%	3%	-3%	-16%	-1%
COC(CNC(=O)c1ccc2c(c1)ncn2-c1ccc(F)cc1F)OC	-12%	-1%	-15%	7%	-5%	20%	-7%	/

# Source: PubChem BioAssay
